HCV inh = blocks hepatitis C virus. Potency, µM (top dose mostly 41.8 µM), for the others: at the top dose activity change, negative = inhibition, most hits filed as inhibitors. hit rate 3.4% among 340,000. Huh7.5.1 HCVcc-Cre infection, luciferase reporter, 44 h; further: potency means the concentration at half of the fitted maximal effect
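Antiviral activity was scored by luciferase reporter output from cells infected with HCVcc-Cre (~0.5 moi) in presence of compound, 44 h infection period, cells seeded 1,000/well 4 h prior.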
Giardia FBPA inh = blocks Giardia fructose-bisphosphate aldolase activity. A8B2U2. purified Giardia FBPA. Potency, µM (doses to about 59.6 µM), without a hit: top-dose activity, negative = inhibition, actives largely listed as inhibitors. hit rate 0.71% among 290,000. AID 2451; further: potency means the concentration at half of the fitted maximal effect; nearly all actives have a fitted effect of over 55% in size
Target sequence (A8B2U2 whole entry, looked up): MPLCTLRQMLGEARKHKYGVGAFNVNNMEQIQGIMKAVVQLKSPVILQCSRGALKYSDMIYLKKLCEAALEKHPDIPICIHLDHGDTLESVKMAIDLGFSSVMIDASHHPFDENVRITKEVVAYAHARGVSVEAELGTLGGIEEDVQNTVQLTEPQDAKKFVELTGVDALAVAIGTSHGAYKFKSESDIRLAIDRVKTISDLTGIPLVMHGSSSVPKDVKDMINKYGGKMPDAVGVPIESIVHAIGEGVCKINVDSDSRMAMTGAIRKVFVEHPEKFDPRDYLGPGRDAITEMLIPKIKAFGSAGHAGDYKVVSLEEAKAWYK
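Giardia FBPA (40 nM reagent) was preincubated 10 min at RT with compound (up to 57.5 uM final), then substrate plus GAPDH/TPI/NAD/arsenate coupling system with diaphorase/resazurin was added; resorufin fluorescence (525/598 nm) was read after 20 min.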
AMA1 RON2 block = AMA1-RON2 (P. falciparum) interaction inhibition. AlphaScreen AMA1-biotinylated RON2 peptide binding. Potency, µM (top dose mostly 58.2 µM), for the others: top-dose activity change, negative = inhibition, actives largely listed as inhibitors. hit rate 0.2% among 360,000. AID 720542;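 further: potency means the concentration at half of the fitted maximal effect; 0% = vehicle wells and -100% = peptide control; nearly all actives have a fitted effect of over 45% in size; some results filed as inactive show a strong effect at the top dose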
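AMA1 (3D7) with his tag at 25 nM final met compounds first, then biotinylated RON2 peptide at 25 nM; detection used donor plus acceptor beads, 10 µg/mL apiece, read by AlphaScreen after 30 min at room temperature.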
HCMV antiviral = blocks human cytomegalovirus replication; activity change, negative = inhibition, % at 57.5 µM; hit rate 4.5% among 410,000; HFF cells, HCMV-luciferase reporter, 72 h; stronger effect = lower value; in the data active means activity change below about -60%; inconclusive means no clear call, values can overlap the other calls; inactive means above about -39%
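Human foreskin fibroblasts infected with luciferase-reporter HCMV at MOI 1 PFU/cell, compounds at two doses. Luciferase measured 72 h post infection; normalized to buffer-only basal and Salinomycin (10uM) controls.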
Sm TGR inh = S. mansoni TGR enzyme inhibition | Q962Y6 | purified TGR, DTNB reduction, TNB absorbance 405 nm | Potency, µM (titrated, usually from 114 µM), inactives show top-dose activity change, negative = inhibition, hits mostly inhibitors | hit rate 3% among 360,000 | AID 485364; further: potency means the concentration at half of the fitted maximal effect; nearly all actives have a fitted effect of over 60% in size
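Kinetic colorimetric format: TGR-catalysed, NADPH-driven DTNB reduction monitored via TNB absorbance. Enzyme dispensed at 20 nM; compound exposure 15 min at room temperature before reaction start.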
AmpC inh detg = blocks E. coli AmpC beta-lactamase in detergent assay; P00811; AmpC hydrolysis of nitrocefin, absorbance 480 nm, 0.01% Triton; Potency, µM (doses to about 114 µM), for the others: at the highest dose activity change, negative = inhibition, actives largely listed as inhibitors; hit rate 0.041% among 370,000; AID 485294;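 further: potency means the concentration at half of the fitted maximal effect; 0% = no-compound wells and -100% = no-enzyme wells; nearly all actives have a fitted effect of over 25% in size; some results filed as inactive show a strong effect at the top dose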
Target sequence (P00811 whole entry, looked up): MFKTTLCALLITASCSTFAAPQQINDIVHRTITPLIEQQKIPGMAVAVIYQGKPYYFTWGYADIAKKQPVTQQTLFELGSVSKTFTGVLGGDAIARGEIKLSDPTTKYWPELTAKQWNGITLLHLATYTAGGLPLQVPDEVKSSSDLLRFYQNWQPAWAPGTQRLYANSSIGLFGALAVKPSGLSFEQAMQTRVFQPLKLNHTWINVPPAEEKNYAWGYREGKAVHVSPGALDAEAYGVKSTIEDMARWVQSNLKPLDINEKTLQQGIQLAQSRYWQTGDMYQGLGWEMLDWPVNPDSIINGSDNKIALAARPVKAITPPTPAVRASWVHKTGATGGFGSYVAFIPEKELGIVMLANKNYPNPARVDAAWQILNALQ
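AmpC (5.3 nM in the dispensed reagent) in 20 mM phosphate pH 7.0 with 0.01% (detergent screen) or 0.0001% Triton X-100 was preincubated with compounds for 15 min at room temperature. Nitrocefin was then added from an 800 uM solution, and hydrolysis was followed at 480 nm.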
Active calls of the source: *; ? = inconclusive; · = not tested or not shown; [ ] = remark or other dose. Unless noted, the call rests on the fitted dose curve; in most records, active means well fitted curve in the direction sought with a large enough effect; inconclusive means small, poorly fitted or top-dose-only effect, or another doubt; inactive means no such curve, though single readings can be large; an effect the other way counts as inactive or inconclusive. Unless noted, on the % scale 0 is the no-effect control and ±100 the full control effect. Random draw from the library; about 9.3% have a hit in one of these screens.

Compound	HCV inh	AMA1 RON2 block	AmpC inh detg	HCMV antiviral	Sm TGR inh	Giardia FBPA inh
COc1ccc(-c2nnnn2C)cc1S(=O)(=O)NCc1ccccc1	27%	1%	-8%	-16	4%	-4%
O=c1c2ccccc2[nH]c(=S)n1CCCN1CCOCC1	12%	8%	0%	25	-7%	-1%
Brc1ccc2nc(N3CCN(c4ccccc4)CC3)sc2c1	2%	-20%	7%	-18	13%	2%
COc1ccc(CNCC(O)(c2ccccc2)c2ccccc2)cc1OC	?	-5%	-9%	-33	0%	0%
COCCN(C(=S)Nc1c(C)cc(C)cc1C)C(C)c1cccnc1 (centres undefined)	-3%	1%	-8%	-31	-14%	?
CCn1c(SCC(=O)N2CCN(c3ccccc3)CC2)nnc1-c1cc2cc(Cl)ccc2o1	?	-7%	-14%	-80*	-32%	6%
Cn1c(=O)c2c(nc3n(-c4ccc(O)cc4)c(-c4ccc(Br)cc4)cn23)n(C)c1=O	·	·	1%	?	1%	·
COc1cc2ccccc2cc1C(=O)Nc1cccc(-c2nc3ccccc3o2)c1	·	·	1%	-28	-1%	·
COc1ccc(/C=C/C(=O)NC(=S)N2CCN(c3ccccn3)CC2)cc1OC	5%	124%[activator]	-4%	1	-5%	-2%
O=C(N1CCN(c2ccccc2F)CC1)C1(c2cccs2)CCOCC1	0%	1%	-11%	?	-20%	9%
CC1CCCCN1S(=O)(=O)c1ccc(F)c(C(=O)Nc2ccccc2C(F)(F)F)c1 (centres undefined)	·	·	1%	11	6%	·
O=C(C1CCCO1)N1CCN(C(c2ccccc2)c2ccccc2)CC1 (centres undefined)	15%	2%	-3%	0	?	5%
CCn1cc(C(=O)NC2CCCCCC2)c2cc(OC)c(OC)cc2c1=O	?	-13%	-3%	-4	-10%	5%
CCc1noc(C)c1C(=O)OCC(=O)NCc1ccc(Cl)cc1	-7%	21%	·	25	·	·
CNC(=O)c1ccccc1NC(=O)c1cccc(S(=O)(=O)N2CCCCC2)c1	-12%	-1%	-3%	-38	0%	-3%
Cc1ccc(-c2cc(C(=O)N3CCN(c4ccccc4)CC3)c3ccccc3n2)cc1C	·	·	14%	52	-4%	·
COc1ccc(Cl)cc1NC(=S)N1CCN(S(C)(=O)=O)CC1	16%	0%	-6%	0	-1%	-3%
O=C(Cn1c(=O)n(-c2ccc(Cl)cc2)c(=O)c2oc3ccccc3c21)Nc1ccccc1	·	·	12%	-7	6%	·
COc1ccc(N=C2S/C(=C\c3ccc(C)o3)C(=O)N2CC(C)C)cc1	-25%	-5%	-5%	96	?	-11%
Cc1ccc(NC(=O)Cn2c(=O)n(Cc3nc(-c4ccccc4)no3)c(=O)c3cc4c(cc32)OCO4)cc1F	·	·	-6%	2	1%	·
CN(C)c1ccc(P(=O)(OCc2ccccc2)C(O)c2ccccc2F)cc1 (centres undefined)	8%	-23%	-2%	-14	16%	3%
Cc1ccsc1/C=C/c1ccc2ccccc2n1	14%	-6%	0%	6	2%	-14%
O=C(NCc1ncc(C(F)(F)F)cc1Cl)Nc1ccccc1	-13%	-3%	-4%	·	6%	2%
CCOC(=O)C1=C(CN2CCCCCC2)NC(=O)NC1c1cccc([N+](=O)[O-])c1 (centres undefined)	-10%	-5%	-3%	-27	4%	-12%
COc1ccc(C2C3=C(N=C4SCC(=O)N42)c2ccccc2CC3)cc1OC (centres undefined)	-29%	16%	?	26	0%	?
COc1ccc(CC(=O)Nc2ccccc2-c2ccccc2)cc1OC	?	0%	-7%	-14	-2%	-5%
Cc1ccccc1OCC(=O)Nc1ccc2c(c1)C(=O)c1ccccc1C2=O	-21%	3%	-14%	4	-8%	-3%
CC(C)COP(=O)(OCC(C)C)C(O)c1cccnc1 (centres undefined)	4%	-10%	-1%	28	-10%	8%

Rewritten with each value named: two of the compounds above.
O=C(Cn1c(=O)n(-c2ccc(Cl)cc2)c(=O)c2oc3ccccc3c21)Nc1ccccc1
- HCV inh = ·
- AMA1 RON2 block = ·
- AmpC inh detg = 12%
- HCMV antiviral = -7
- Sm TGR inh = 6%
- Giardia FBPA inh = ·

COc1ccc(N=C2S/C(=C\c3ccc(C)o3)C(=O)N2CC(C)C)cc1
- HCV inh = -25%
- AMA1 RON2 block = -5%
- AmpC inh detg = -5%
- HCMV antiviral = 96
- Sm TGR inh = ?
- Giardia FBPA inh = -11%

Looked up above.
O=c1c2ccccc2[nH]c(=S)n1CCCN1CCOCC1 in Giardia FBPA inh = -1%
O=C(N1CCN(c2ccccc2F)CC1)C1(c2cccs2)CCOCC1 in HCV inh = 0%
COc1ccc(CNCC(O)(c2ccccc2)c2ccccc2)cc1OC in HCMV antiviral = -33
Cc1ccc(-c2cc(C(=O)N3CCN(c4ccccc4)CC3)c3ccccc3n2)cc1C in HCMV antiviral = 52
CC(C)COP(=O)(OCC(C)C)C(O)c1cccnc1 (centres undefined) in Sm TGR inh = -10%
CC1CCCCN1S(=O)(=O)c1ccc(F)c(C(=O)Nc2ccccc2C(F)(F)F)c1 (centres undefined) in AmpC inh detg = 1%

Among those listed so far, these contain a furan ring, fused or not:
Compound	HCV inh	AMA1 RON2 block	AmpC inh detg	HCMV antiviral	Sm TGR inh	Giardia FBPA inh
CCn1c(SCC(=O)N2CCN(c3ccccc3)CC2)nnc1-c1cc2cc(Cl)ccc2o1	?	-7%	-14%	-80*	-32%	6%
O=C(Cn1c(=O)n(-c2ccc(Cl)cc2)c(=O)c2oc3ccccc3c21)Nc1ccccc1	·	·	12%	-7	6%	·
COc1ccc(N=C2S/C(=C\c3ccc(C)o3)C(=O)N2CC(C)C)cc1	-25%	-5%	-5%	96	?	-11%

3 entries from above, with two lines to a compound:
Results follow in this order: HCV inh, AMA1 RON2 block, AmpC inh detg, HCMV antiviral, Sm TGR inh, Giardia FBPA inh
> Cc1ccc(-c2cc(C(=O)N3CCN(c4ccccc4)CC3)c3ccccc3n2)cc1C
    ·, ·, 14%, 52, -4%, ·
> COc1ccc(Cl)cc1NC(=S)N1CCN(S(C)(=O)=O)CC1
    16%, 0%, -6%, 0, -1%, -3%
> O=C(Cn1c(=O)n(-c2ccc(Cl)cc2)c(=O)c2oc3ccccc3c21)Nc1ccccc1
    ·, ·, 12%, -7, 6%, ·

High-throughput results as filed in PubChem BioAssay.
